# WT yeast gro inh: growth inhibition of WT yeast, mitochondrial fusion screen; mitochondrial fusion phenotypic screen, WT strain; 2.1% of 190,000 active; inhibition, % at 10 µM; AID 1362; in the data active = inhibition above about 58%; tested in S. cerevisiae
# Autophagy HCS: alters autophagy in cells | MEF GFP-LC3 puncta imaging; test concentration mostly 10 µM | 0.98% of 190,000 active | AID 463193 | calls only at 10 µM (by protocol);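 active = percentage of spot-positive cells more than 3 SD above its plate mean, without a fluorescence outlier flag or 80% toxicity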;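 also: spot-positive cell cutoff set from DMSO-treated cells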
# MT stabilize HCS: microtubule stabilizers in HeLa cells. HeLa tubulin immunostaining HCS, 24 h; share of cells brighter than vehicle mean+2SD. 0.83% of 200,000 active. % tubulin-high responders, % at 10 µM;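 active = plate Z-score above 3 for both tubulin-high and condensed-nucleus cell shares, with cell loss under 80%, at 10 µM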;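 also: anti alpha tubulin signal scored within the nucleus-defined area of each cell; some results filed as inactive read as strong as hits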
# Yfh1-off respiration: enhancers of respiration in Yfh1-depleted yeast, dose response, Friedreich's ataxia, plus single-dose screen (AID 1465). S. cerevisiae Yfh1-off respiration, WST-1 reduction, 72 h; higher fold induction means a stronger effect. one-dose fold induction at 50 µM; EC50 in µM for titrated hits. 0.074% of 220,000 active;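 active = fold induction of absorbance versus untreated yeast above a set limit, then at least 30% activation at any dose in follow-up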;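 also: activators that raise dye reduction in frataxin-depleted yeast; strong numbers were not always called active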
# Dynein cargo inh: dynein cargo transport inhibition; 0.47% of 220,000 active; AID 1381; z-score, hits read low; 3617.4 mouse cells, GR-EGFP nuclear translocation imaging; test concentration mostly 20 µM; stimulated with dexamethasone, 1 µM; stronger effect = lower value;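 active = plate z-score of nuclear minus cytoplasmic receptor signal below a set negative limit, without overly bright fluorescence or cell loss, cut at about -3.5 in these data, passing the limit was not always enough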;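 also: z-score of nuclear minus cytoplasmic ring GR-EGFP intensity difference per well; some compounds called inactive have numbers as strong as hits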
#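 Buffer or medium – tet-free medium with charcoal-stripped serum · Signal – automated 10x imaging of fixed Hoechst-stained cells · Also added – dexamethasone agonist, 1.0 µM final, for 30 min · Incubation – induction 48 h, compound 1 h, agonist 30 min · Read-out – GR-EGFP nuclear translocation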
# human PMI inhibition: inhibitors of human PMI, primary screen, biochemical, fluorescence intensity, coupled assay (AID 1209); purified PMI enzyme, coupled fluorescence intensity; higher % means a stronger effect; inhibition, % at 20 µM, or IC50 in µM where a hit was titrated; 0.42% of 190,000 active;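 also: plate controls were DMSO vehicle for no effect and wells lacking substrate for full effect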
# bCat nuc transl: alters nuclear translocation of beta-catenin in HeLa cells. AID 1665. nuclear translocation activity, % at 5 µM. immunofluorescence imaging. 0.3% of 190,000 active;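 active = nuclear translocation activity above 50% at 5 µM, with a well cell count of 50 or more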;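 also: per-cell ratio of nuclear to cytoplasmic median beta-catenin stain intensity; plate controls were DMSO negative control for no effect and GSK-3 inhibitor IX positive control for full effect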
#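 System: HeLa cells, endogenous beta-catenin; compound dosing: 5 µM primary single dose, 0.1% DMSO, 0.02–20 µM confirmation series; incubation: 24 h compound exposure at 37°C, 5% CO2; signal: beta-catenin immunofluorescence imaging with DAPI; evaluation: % activation, nuclear-to-cytoplasmic median beta-catenin signal ratio per cell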
# PMI inhibition: MPI inhibition at elevated mannose 6-phosphate – biochemical, fluorescence intensity, high mannose 6-phosphate, primary screen (AID 1220); recombinant PMI enzyme, coupled fluorescence intensity; higher % means a stronger effect; 0.66% of 190,000 active; inhibition, % at 20 µM, or IC50 in µM where a hit was titrated
# Ins promoter up: MIN6 insulin promoter up-regulation | MIN6 insulin promoter-GFP reporter, high-content imaging; stronger effect = higher value | z-score at 5 µM | 0.3% of 190,000 active;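 active = z-score above 3 at 5 µM with at least 500 cells counted in the well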
# WT yeast gro inh mutant strain: second read-out of WT yeast gro inh, no call of its own (marks repeat the call); inhibition, %; mitochondrial fusion phenotypic screen, mutant strain inhibition
# Dynein cargo inh cytoplasmic EGFP: recorded beside Dynein cargo inh, whose call it bears; z-score; measured here: cytoplasmic GR-EGFP intensity; stronger effect = higher value
# Dynein cargo inh nuclear GR-EGFP: recorded beside Dynein cargo inh, whose call it bears; z-score; measured here: nuclear GR-EGFP intensity;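 lower value marks the stronger effect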
# Dynein cargo inh cell count: further read-out of Dynein cargo inh, marked with its call; z-score; measured here: cell count per field
# Ins promoter up cell count: also measured in Ins promoter up; calls as there; cell count; measured here: cytotoxicity, nuclei count;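 total cells summed across four imaged fields per well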
# bCat nuc transl cell count 5 µM: also measured in bCat nuc transl; calls as there; cell count; measured here: cell count, cytotoxicity flag
# MT stabilize HCS Hoechst-high %: recorded beside MT stabilize HCS, whose call it bears; % Hoechst-high responders; measured here: nuclear condensation Hoechst responders;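 share of cells brighter than vehicle mean plus two SD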
# MT stabilize HCS cytotoxicity %: also measured in MT stabilize HCS; calls as there; toxicity, %; measured here: cytotoxicity by cell density;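 0% = mean cell density of plate MIN control wells and 100% = no cells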
# Autophagy HCS cell loss 18 h: recorded beside Autophagy HCS, whose call it bears; toxicity, %; measured here: cell loss, nuclei count;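 cell loss after 18 h compound exposure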
# An asterisk follows results filed as active; i = inactive; . = no result given; + = active, no number. Rule as the data show it, unless noted: active = inhibition above about 50%; inactive = the rest. Outcome played no part in choosing rows. Share with any hit: about 5%.
SMILES,WT yeast gro inh,WT yeast gro inh mutant strain,Autophagy HCS,Autophagy HCS cell loss 18 h,MT stabilize HCS,MT stabilize HCS Hoechst-high %,MT stabilize HCS cytotoxicity %,Yfh1-off respiration,Dynein cargo inh,Dynein cargo inh cytoplasmic EGFP,Dynein cargo inh nuclear GR-EGFP,Dynein cargo inh cell count,human PMI inhibition,bCat nuc transl,bCat nuc transl cell count 5 µM,PMI inhibition,Ins promoter up,Ins promoter up cell count
N#C/C(=C\c1ccc(O)cc1)c1nc2ccccc2o1,.,.,.,.,.,.,.,i,-0.31,-0.24,0.49,-0.59,.,-1.0,1261,.,-0.21,1066
CCCNC(=O)CS(=O)Cc1nc(-c2cccc(OC)c2)oc1C (stereo unspecified),4,-9,i,4,3.8,4.4,6.9,i,-1.5,-0.27,-0.87,4.9,-5%,-0.9,1180,-6%,-0.33,964
CCC1=C(OC(=O)N(CC)CC)N2C(=O)OC(=NCC(=O)OC)[C@]2(C)[C@H]2C1=CC[C@H]1C(=O)N(CC)C(=O)[C@H]12,.,.,.,.,.,.,.,i,-0.73,-0.81,-0.33,0.36,.,-0.3,1129,.,0.92,1028
CCCC1=Nc2cc(C(=O)NCc3ccco3)ccc2Sc2ccccc21,29,-4,i,29,7.2,77,24,i,-0.38,-0.14,-0.42,0.38,14%,41,369,11%,-0.31,833
CCOC(=O)c1ccccc1NC(=O)c1cccc(F)c1,4,4,i,-9,2.6,1.8,7.7,i,-0.11,-0.42,-0.0025,0.32,5%,-17,1259,1%,.,.
Cc1ccc(C=Nc2ccc(N(C)C)cc2)o1,4,-2,i,6,5.1,3.5,4.9,i,-1.4,-0.31,-0.52,0.3,22%,-4.1,961,52%*,-0.46,1036
COc1cc(CC(=O)OCC(=O)Nc2sccc2C(N)=O)cc(OC)c1OC,-10,-10,i,4,2.1,1.4,5.7,i,-0.49,-0.15,-0.37,0.28,8%,-0.3,1008,11%,-0.64,1397
Cc1c(NC(=O)Cn2nc(C(F)(F)F)c3c2CCCC3)c(=O)n(-c2ccccc2)n1C,8,11,i,-5,1.3,2.5,9.8,i,-1.5,-0.22,-0.61,-0.32,-2%,.,.,-1%,.,.
CCOC(=O)Cn1nnc(-c2ccc(S(C)(=O)=O)cc2)n1,5,6,i,-2,1.4,1.4,3.6,i,0.9,-0.17,1.4,-1.9,1%,-1.6,1184,-3%,0.09,1258
CCCNC(=O)C1CC(c2ccc(C(F)(F)F)cc2)=NO1 (stereo unspecified),.,.,.,.,.,.,.,i,1.8,-0.55,1,-0.79,.,-0.4,1015,.,-0.95,711
CCCN(CCC)c1nc(C)cc(C(C#N)c2nc3ccccc3o2)n1 (stereo unspecified),16,23,+,12*,8.5,2.1,20,.,2.1,-0.044,1,-1.6,13%,-2.0,1103,17%,-0.33,1711
COc1cc(/C=N/NC(=O)c2ccc(-c3ccccc3)cc2)cc(OC)c1OC,-3,-14,i,2,4.5,2.4,3.2,i,0.15,-0.31,-0.26,0.35,2%,.,.,-14%,-0.37,1098
O=C(Cc1cccs1)N1CCN(S(=O)(=O)c2ccc(Br)cc2)CC1,2,-3,i,9,3.9,1.8,6.2,i,2.6,-0.13,2.1,-1.4,-3%,-0.7,507,2%,0.75,1151
COc1cccc(C(=O)NC(=S)NCc2ccco2)c1,28,13,i,-4,2.9,2.0,7.9,i,-0.43,-0.29,-0.54,0.84,-7%,0.2,429,-6%,-0.18,1033
COc1ccc(NC(=O)CCN2C(=O)c3ccncc3C2=O)cc1OC,.,.,.,.,.,.,.,i,-0.43,-0.19,0.61,-0.15,.,-0.2,1307,.,-0.15,1035
Cc1ccc(S(=O)(=O)N2CCOCC2)cc1NC(=O)COc1ncnc2ccccc12,-15,-3,i,-8,6.2,1.4,11,i,-0.59,0.27,-0.37,0.6,-6%,-0.6,971,-5%,0.19,1212
COc1cccc(NC(=O)C2c3cc(OC)c(OC)cc3C(=O)N(C)C2c2cccnc2)c1 (stereo unspecified),25,6,i,-36,2.8,1.6,5.9,i,0.11,-0.21,0.59,0.28,11%,-1.3,1411,10%,0.29,1498
CCC(=O)N1CCc2cc(S(=O)(=O)CCC(=O)NCCC3=CCCCC3)ccc21,12,12,i,3,4.2,2.6,7.4,.,0.28,-0.19,0.18,0.018,-11%,.,.,-6%,.,.
Cc1ccc(Nc2nnc(SCc3cc(=O)n4ccsc4n3)s2)c(C)c1,28,30,i,15,3.9,2.6,1.9,i,1.9,-0.3,0.94,-0.14,-4%,0.4,1148,9%,-0.06,1143
COc1ccc(NC2=NC(C)(CO)CS2)cc1 (stereo unspecified),.,.,.,.,.,.,.,i,-0.53,-0.3,-0.48,1.4,.,0.2,1089,.,-0.14,1410
Cc1nn(C)c(C(=O)Nc2cccc(CN3CCOCC3)c2)c1Br,-13,-17,i,9,2.5,3.0,7.0,i,-0.45,-0.11,-0.42,0.45,-3%,-1.7,520,-3%,0.18,1366
CC(Sc1ncc(C#N)c(N)n1)C(=O)Nc1ccccc1 (stereo unspecified),4,16,i,-23,4.6,3.4,5.4,i,-0.13,-0.33,-0.28,0.11,14%,-1.8,1086,6%,0.25,1881
CN1CCN(c2cc(=O)n(-c3ccc(Cl)cc3)c(=O)[nH]2)CC1,7,-1,i,11,5.6,2.9,6.5,i,-0.88,-0.21,-0.37,0.33,-7%,.,.,-12%,0.25,747
Cc1ccc(-n2nnnc2C(Cl)(Cl)c2nnnn2-c2ccc(C)cc2)cc1,95*,92*,i,-20,3.9,2.6,3.1,i,-4.6*,1*,-2.1*,0.41*,24%,3.0,1360,26%,0.93,1575
COCC1CCN(Cc2nc(-c3ccc(OC)cc3)no2)CC1,7,17,i,16,6.3,2.0,2.8,i,-0.27,-0.32,-0.34,0.46,22%,-2.2,977,27%,-0.02,1511
# More structures.
SMILES,WT yeast gro inh,WT yeast gro inh mutant strain,Autophagy HCS,Autophagy HCS cell loss 18 h,MT stabilize HCS,MT stabilize HCS Hoechst-high %,MT stabilize HCS cytotoxicity %,Yfh1-off respiration,Dynein cargo inh,Dynein cargo inh cytoplasmic EGFP,Dynein cargo inh nuclear GR-EGFP,Dynein cargo inh cell count,human PMI inhibition,bCat nuc transl,bCat nuc transl cell count 5 µM,PMI inhibition,Ins promoter up,Ins promoter up cell count
O=C(O)C1C2CC3C(OC(=O)C31)C2Cl (stereo unspecified),-4,-17,i,-8,3.6,3.3,5.9,i,0.35,-0.21,0.32,-1.3,-10%,-1.5,554,-6%,0.21,1183
Cc1ccc(C(=O)CSc2nnc(-c3ccc4[nH]c(C)c(C)c4c3)o2)cc1C,-15,-1,i,-9,2.9,1.4,3.1,i,-0.34,-0.18,0.16,0.41,10%,-7.0,1060,6%,2.2,1014
Cc1ccc(N=C2NC(=O)/C(=C/C=C/c3ccco3)S2)cc1C,16,9,i,-2,5.5,1.7,3.4,.,-0.12,0.098,-0.2,-0.21,-46%,59*,321*,-98%,0.33,1080
Cc1ccc2sc(N(CCCN(C)C)C(=O)CN3C(=O)c4ccccc4C3=O)nc2c1C,94*,88*,i,10,1.9,1.5,0.2,i,0.033,0.21,-0.073,0.52,4%,-2.6,1104,5%,-0.03,1282
CC1Cc2nc(SCC(=O)Nc3nc4ccccc4s3)n(C)c(=O)c2S1 (stereo unspecified),4,-3,i,7,9.5,2.2,1.1,i,1.1,-0.034,0.91,-0.71,7%,0.5,1109,2%,-0.09,2002
CC(=O)NC(CCS(C)(=O)=O)C(=O)Nc1cccc2ccccc12 (stereo unspecified),8,-2,.,.,4.8,1.7,5.9,i,-0.89,-0.24,-0.31,0.49,24%,0.9,1063,19%,0.27,1874
Cc1cc(C)c2c(N)c(C(=O)N3CCN(c4ncccn4)CC3)sc2n1,-9,-6,i,5,2.0,2.0,15,i,1.2,-0.19,0.77,0.066,-54%,1.0,1072,-101%,-0.28,1152
O=C(O)CCCC(=O)N(Cc1ccccc1)Cc1ccccc1,-2,6,i,22,4.8,3.0,6.4,i,0.52,-0.19,0.57,0.057,13%,-0.1,1151,16%,0.33,871
Cc1nnc(-c2ccco2)c2cn(-c3cccc(Br)c3)nc12,8,-12,i,1,1.7,2.4,2.6,i,-0.27,0.19,-0.089,-0.41,-13%,2.5,730,-19%,-1.4,1087
Fc1ccc(-n2c(-c3ccc4ccccc4n3)n[nH]c2=S)cc1Cl,32,7,i,-3,2.1,2.3,14,i,1.4,-0.13,1.5,-1,19%,-1.1,881,20%,-0.08,1593
COc1c(C)cc(C(=O)C2CCCN(C(=O)c3cccc(F)c3)C2)cc1C (stereo unspecified),12,4,i,19,5.0,1.5,9.4,i,-0.15,-0.3,0.14,0.15,16%,0.9,983,6%,-0.63,1415
O=C(NC1CCS(=O)(=O)C1)Oc1ccccc1 (stereo unspecified),0,-10,i,-5,1.8,2.3,13,i,0.5,0.57,0.57,-0.17,7%,-7.7,1171,3%,.,.
O=C1CC(c2ccccc2)C(C(=O)Nc2ccccc2F)N1 (stereo unspecified),4,10,i,18,4.3,2.2,3.9,.,-0.51,-0.2,0.36,0.61,-11%,-2.4,588,-5%,0.42,1385
COc1ccc(C(=O)Nc2cc(OC)ccc2OC)cc1,-34,-1,i,-9,1.1,1.1,6.5,i,-0.57,-0.19,-0.28,0.61,2%,-2.2,901,4%,0.38,1187
CC(=O)N/C(=C\c1ccc(Cl)cc1)C(=O)O,.,.,.,.,.,.,.,i,0.22,-0.19,-0.1,-0.36,.,3.0,985,.,0.72,1524
Cc1ccc(Cl)cc1N1CCN(Cc2nc3c(c(=O)[nH]c(=O)n3C)n2Cc2ccccc2F)CC1,.,.,.,.,.,.,.,.,.,.,.,.,19%,-0.2,1044,20%,-0.75,1895
